mcGAS RapidFire – blocks mouse cGAS cGAMP production | recombinant mouse cGAS, cGAMP by RapidFire MS | inhibition, % at 12.5 µM | AID 1259397 | hit rate 0.18% among 130,000;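 active = inhibition of cGAS enzyme activity at or above 60%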;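 note: enzyme stimulated by 45 bp dsDNA with ATP and GTP substrates; cGAMP share of summed cGAMP plus half ATP and half GTP signals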
Target sequence (Q8C6L5 whole entry, looked up): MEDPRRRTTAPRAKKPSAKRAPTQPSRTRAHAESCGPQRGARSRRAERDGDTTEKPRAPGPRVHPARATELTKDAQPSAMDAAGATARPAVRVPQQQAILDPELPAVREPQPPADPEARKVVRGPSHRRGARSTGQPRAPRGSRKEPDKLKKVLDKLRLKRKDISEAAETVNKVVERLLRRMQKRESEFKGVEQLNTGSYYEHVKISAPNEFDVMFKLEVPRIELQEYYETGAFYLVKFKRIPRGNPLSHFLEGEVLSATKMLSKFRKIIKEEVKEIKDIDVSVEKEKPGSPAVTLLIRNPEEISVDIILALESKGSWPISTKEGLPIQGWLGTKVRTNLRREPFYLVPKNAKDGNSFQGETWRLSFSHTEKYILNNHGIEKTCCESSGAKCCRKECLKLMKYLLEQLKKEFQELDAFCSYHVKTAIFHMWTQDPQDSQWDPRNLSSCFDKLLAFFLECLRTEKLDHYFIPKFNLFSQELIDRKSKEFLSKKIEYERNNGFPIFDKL
Active calls of the source: *; & = joins results of further samples. Some of the compounds tested; count on the stated rates, not on these rows.

SMILES | mcGAS RapidFire
Cc1cc(OCC(=O)c2ccc3c(c2)N(CC(=O)NCc2ccccc2)C(=O)CO3)ccc1Cl | -7.9
COc1ccc2c(c1)SC(C)C(=O)N2Cc1ccc(OC(F)(F)F)cc1 (stereo unspecified) | -7.2
CCOC(=O)CC1Cn2cccc2C1=O (stereo unspecified) | -11.0
CC1(C(=O)NS(=O)(=O)c2ccc(F)cc2F)CCN1C(=O)COc1ccc(Cl)cc1 (stereo unspecified) | -2.1
CN1CC(=O)N2C[C@@H](NC(=O)Cc3ccc(O)c(Cl)c3)C[C@H]2C1=O | -9.4
CC1(C)C[C@@H]2C[C@@](C)(CN2C(=O)c2cc(COc3ccc(-n4cncn4)cc3)on2)C1 | 2.1
COc1cccc(Cc2cnc(NC(=O)c3oc4c(c3C)C(=O)CCC4)s2)c1 | -13.3
C/C(=N\N1CCOCC1)c1ccc(S(=O)(=O)NCc2ccccc2)cc1 | -33.0
Cc1cccc(OCCSc2nc3ccccc3[nH]2)c1 | -0.9
CCC(C)(C)NC(=O)Cn1c(-c2ccoc2)nc(C)c1C | -5.8
COc1cc(OC)c(N(CCO)CCO)cc1Cl | -8.3
CCOc1ccccc1NC(=Nc1nc(C)cc(C)n1)NC(=O)c1ccccc1 | -0.5
CN(CC1COc2ccccc2O1)C(=S)Nc1ccccc1F (stereo unspecified) | -3.5
O=C(OCc1cccc2ccccc12)c1ccc2c(c1)NC(=O)C1CCCN21 (stereo unspecified) | 37.3
CC(OS(=O)(=O)c1ccc(Br)cc1)C(F)(F)[N+](=O)[O-] (stereo unspecified) | -3.4
Brc1ccc(-c2cn3nc4c(nc3n2)CCCC4)cc1 | -5.2
Cc1ccc(S(=O)(=O)N=C(c2ccccc2)N2CCOCC2)c(C)c1 | -6.3
O=C(NCCN1CCOCC1)c1scc2c1OCCO2 | -12.5
O=S(=O)(c1cccc(CN(Cc2ccccc2F)C2CC2)c1)N1CCOCC1 | 4.8
CCOCCn1c(=O)c2c(nc3n2CCN3c2cccc(Cl)c2)n(C)c1=O | -2.4
Cn1cnnc1SCC(=O)NC1=NCCS1 | -13.4
CNC(=O)c1ccc(CN(C)C(=O)c2ccc(Cl)cc2OC)cc1 | 1.2
COc1nc(N)nc(N2CCOCC2)c1CO | 8.9
Cn1c(-c2ccccc2Cl)nn(CN2CCc3sccc3C2)c1=S | 0.7
Clc1ccc(C2=NNC(=NC3CC3)SC2)cc1Cl | -9.7
CCc1ccc(C(O)c2ncc(-c3ccc4ccccc4c3)[nH]2)cc1 (stereo unspecified) | -7.4
O=C(Nc1cc(N2CCOCC2)ncn1)NC1(C(F)(F)F)Oc2ccccc2O1 | -7.5
COCCn1ccc2nc3ccn(CCN4CCOCC4)c(=O)c3cc2c1=O | -5.7
Cc1nc(CN)cc(N2CCC(O)(c3cccc(C(F)(F)F)c3)CC2)n1 | -54.8
CCOc1ccc(N=C(NC#N)SCc2ccccc2Cl)cc1 | -2.6
N#Cc1nc(COc2ccc(Cl)cc2)oc1N1CCCC1 | -24.4
NS(=O)(=O)c1ccc(NS(=O)(=O)c2ccccc2)cc1 | 3.5
CC1(C(=O)N2c3ccccc3CCC2C(=O)Nc2ccccc2F)CC1(Cl)Cl (stereo unspecified) | 1.8
C=CCCCCc1nc2ccccc2c(=O)n1N | -7.8
Oc1c(CN2CCCC2)cc(Cl)c2cccnc12 | -6.2
Nc1nonc1-c1nc2ccccc2n1Cc1ccccn1 | -31.9
CCn1c(CCC(=O)Nc2nc(C)c(C)s2)nc2cc(S(=O)(=O)N3CCOCC3)ccc21 | -5.7
CC(C)(CN1CCCC1c1ccccn1)N1CCOCC1 (stereo unspecified) | -9.4
Cc1nonc1CN(C)C(=O)c1cnn(Cc2ccccc2)c1 | -14.5
CC(=O)Nc1ccc(S(=O)(=O)Nc2ccc([N+](=O)[O-])cc2)cc1 | -2.7&1.3

Ordered by length of the SMILES (descending): 7 of the compounds above
SMILES | mcGAS RapidFire
CCn1c(CCC(=O)Nc2nc(C)c(C)s2)nc2cc(S(=O)(=O)N3CCOCC3)ccc21 | -5.7
CC(=O)Nc1ccc(S(=O)(=O)Nc2ccc([N+](=O)[O-])cc2)cc1 | -2.7&1.3
NS(=O)(=O)c1ccc(NS(=O)(=O)c2ccccc2)cc1 | 3.5
N#Cc1nc(COc2ccc(Cl)cc2)oc1N1CCCC1 | -24.4
CC(C)(CN1CCCC1c1ccccn1)N1CCOCC1 (stereo unspecified) | -9.4
Oc1c(CN2CCCC2)cc(Cl)c2cccnc12 | -6.2
C=CCCCCc1nc2ccccc2c(=O)n1N | -7.8

Next section.
SMILES | mcGAS RapidFire
CC(=O)c1c(O)cc(=O)oc1-c1ccc(Cl)cc1 | -10.3
C/C(=N/N=C1\NC(=O)C(CC(=O)Nc2cccc(C)c2C)S1)c1ccc(Cl)cc1 (stereo unspecified) | -25.8
COCCN(CCOC)C(=O)c1cc2c(=O)n3ccccc3nc2n1C | -6.7
COc1cc(C)sc1C(=O)N[C@@H]1C=C[C@H](CO)C1 | -1.9
O=C(CS(=O)(=O)c1ccccn1)Nc1ccc(Cl)cc1 | -5.8
Nn1c(=S)[nH]nc(-c2cccs2)c1=O | -1.8
CCN(CCn1cccn1)C(=O)c1cc(Cn2cnc3ccccc32)[nH]n1 | -7.1
Cc1cc(C(=O)N2CCN(c3ccncc3)CC2)on1 | -1.7
CCn1nnc2c(SCC(=O)N3CCCC3)ncnc21 | -4.4
O=C1NC(CCc2ccccc2)(C2CCNCC2)C(=O)N1CCO (stereo unspecified) | -8.6
CC(CC(=O)Nc1ncn[nH]1)c1ccccc1C(F)(F)F (stereo unspecified) | -6.3
Cc1noc(-c2cccnc2NCC2CCOC2C(C)(C)C)n1 (stereo unspecified) | -4.5
Cc1n[nH]c(C)c1NC(=O)C1CC(c2cc(F)ccc2F)=NO1 (stereo unspecified) | -6.9
CC(Sc1nnc(-c2ccc[nH]2)o1)c1nc(N)nc(N(C)C)n1 (stereo unspecified) | -7.7
N#CCCN(CCN1CCOCC1)Cc1cc2ccccc2nc1Cl | -1.0
NC(=O)c1cnc(N2CC=C(c3cccc4ccccc34)CC2)c(Cl)c1 | 2.4
CCCn1c(=O)c2c(nc3n2CCCN3Cc2ccccc2)n(C)c1=O | -4.1
O=C(NC1CC(=O)N(Cc2ccccc2Cl)C1)c1cn2ccsc2n1 (stereo unspecified) | -12.8
O=c1[nH]c2ccc(S(=O)(=O)NCc3ccc4c(c3)OCO4)cc2[nH]1 | -9.2
Cc1cc(O)c(CN2CCC3(CC2)OCCO3)cc1C | -5.7

Three of these compounds, reformatted.
| Molecule | mcGAS RapidFire |
| --- | --- |
| Nn1c(=S)[nH]nc(-c2cccs2)c1=O | -1.8 |
| CCN(CCn1cccn1)C(=O)c1cc(Cn2cnc3ccccc32)[nH]n1 | -7.1 |
| Cc1cc(C(=O)N2CCN(c3ccncc3)CC2)on1 | -1.7 |

Additional entries.
SMILES | mcGAS RapidFire
Cc1nn(-c2nc(C)c(C)c(=O)[nH]2)c(C)c1CCC(=O)Nc1nc2ccccc2s1 | -4.9
N#Cc1c(F)cccc1N1CCC(C(=O)NCc2ccccc2)CC1 | -1.9
CN(C)CCCNP1(=O)C=C(c2ccccc2)SC(c2ccccc2)=C1 | -3.2
Cc1cc2c(N3CCCCC3C)ncnc2s1 (stereo unspecified) | -8.1
O=C(NCc1ccco1)c1ccc([N+](=O)[O-])cc1Cl | -2.8
CCn1cc(NC(=O)Nc2ncccc2C)c2ccccc21 | -3.4
Cc1nnc(-c2ccccc2-c2ccccc2CO)s1 | -22.9
CCOC(=O)c1nn(-c2ccc(OC)cc2)cc1O | 1.5
Cc1csc(=O)n1CCC(=O)OCc1cc(=O)n2cc(Br)ccc2n1 | -15.1
CSCC(C)C(=O)NCC1CCCC1NS(C)(=O)=O (stereo unspecified) | -4.7
Cc1cnc(C)c(N2CCOc3c(O)cc(-c4ccccc4C)cc3C2)n1 | -4.8
COc1ccc(CCN(CC2CCN(C)CC2)C(=O)c2sccc2C)cc1 | -12.3
CC(NC(=O)N1CCSCC1)c1ccc(-c2ccncc2)cc1 (stereo unspecified) | -5.6
COc1cccc2c1OCCCN(C(=O)CC1COCCN1)C2 (stereo unspecified) | -28.9
CCOCCCn1c(=NC(=O)C=CC=CSC)c(C#N)cc2c(=O)n3cccc(C)c3nc21 | -11.9
O=c1cc(-c2ccccc2)n2c(=S)[nH]nc2[nH]1 | 67.8*
COc1cc(C=Nc2ccc(I)cc2)cc(OC)c1OC | 45.4
CC(=O)c1c(C)n([O-])c2ccccc2[n+]1=O | 3.0
Cc1ccccc1C(=O)NCCn1ncccc1=O | -4.2
CC(C)c1nc(SC2CCOC2=O)n[nH]1 (stereo unspecified) | 0.8
CC(C)(C)Oc1ccnc(OC(C)(C)C)n1 | -13.0
c1ccc2[nH]c(NC3=NCCC3)nc2c1 | 3.0
CC1CCCC(C)N1CC(O)COc1cccc2c3c(oc12)CCCC3 (stereo unspecified) | -9.9
C=C(C)CSc1nc2cc(S(N)(=O)=O)ccc2n1CC | 3.1
CN(Cc1cc(-c2ccccc2)no1)C(=O)c1ccc(CO)o1 | -13.1
Brc1ccc(C(NCc2ccon2)c2ccccc2)cc1 (stereo unspecified) | -9.6
O=C(OCCO)C1CC1c1ccccc1C(F)(F)F (stereo unspecified) | -11.1
Cc1ccc(-c2cc(C(F)(F)F)c(C#N)c(=S)[nH]2)cc1 | -11.7
Cc1ccc(-c2nc(CONC(=O)c3cccs3)cs2)o1 | -3.1
CCCCN(Cc1ccco1)Cc1nn(C)cc1Cl | -9.1
O=C(NCc1ccccc1)N1CCn2cccc2C1c1ccccc1F (stereo unspecified) | -9.1
Cc1nc2c(c(N3CC[C@@H]4CCCC[C@@H]4C3)n1)CNC2 | 13.3
Nc1cc(-c2cccc(C3CCCN3)c2)c2cc[nH]c2n1 (stereo unspecified) | 5.3
O=c1[nH]c(Cn2cc(Br)cn2)nc2cccc(F)c12 | -1.6
NC(=O)c1ccc(CN2CCN(Cc3ccc(C(N)=O)cc3)C3(CCCCC3)C2)cc1 | 2.1
COc1cccc(OCc2cc(C(=O)NC(C)c3c(C)nn(C)c3C)n[nH]2)c1 (stereo unspecified) | -6.9
Cc1ccc(C(C(=O)N(C)Cc2ccc3nsnc3c2)N(C)C)cc1 (stereo unspecified) | -4.3
CCCN(Cc1ccccc1F)C(=O)C1CC=CCC1 (stereo unspecified) | -10.6
CCCNC(=O)NC(=O)CSc1nnc(N2CCCCC2)n1-c1ccc(C)cc1 | 13.7
CCOC(=O)C1CSCCN1Cn1ncc2ccccc2c1=O (stereo unspecified) | -14.4
Cc1ncc(CO)c(CN2CCc3[nH]cnc3C2Cc2ccccc2)c1O (stereo unspecified) | 6.3
CC1Cc2cc(-c3cc(CNC(=O)C4CCCC4)no3)ccc2O1 (stereo unspecified) | 0.1
O=C(/C=C/Sc1ccccn1)c1cccc(Br)c1 | -9.1
COC(=O)c1nc(-c2ccccc2)oc1N1CCCCC1 | -5.6
CC(C)c1cc(C(=O)N2CCC3(CCCN(Cc4ccc(F)cc4)C3)C2)nc(N)n1 (stereo unspecified) | 0.4
CC(=O)c1c(C)[nH]c(C(=O)CSc2nc(N)cc(=O)[nH]2)c1C | -3.7
CN1CCC(Cc2noc(-c3cccc(OCC(N)=O)c3)n2)CC1 | -13.7
COCC(c1ccccn1)N(C)C(=O)c1cccc(Cl)c1Cl (stereo unspecified) | -4.5
CCn1nc(C)cc1C(=O)N1CCC2(CCCN(Cc3cccc(F)c3F)C2)C1 (stereo unspecified) | -10.3
COc1cccc(C2c3c(oc4ccc(Cl)cc4c3=O)C(=O)N2c2cc(C)on2)c1 (stereo unspecified) | -3.1

Further records.
SMILES | mcGAS RapidFire
CCN(C(=O)c1coc2ccccc12)C(C)CO (stereo unspecified) | -21.5
CC(=O)C(N=Nc1c[nH]c(=O)[nH]c1=O)=C(C)O | -18.5
CCc1ccccc1NC(=O)N1CCCC1c1ccnn1CC (stereo unspecified) | 6.4
Cc1noc(C)c1S(=O)(=O)NC(=O)C1(C)CCN1C(=O)c1cccc2ccccc12 (stereo unspecified) | -2.1
CC(c1ccccc1Cl)N1CCN(Cc2ncc(C(C)(C)C)o2)CC1 (stereo unspecified) | -0.2
Cn1c(=O)[nH]c(=O)c2c1nc(N1CCc3ccccc3C1)n2CCCSc1ncccn1 | -0.9
Cc1ccc2nc(COc3ccc(C)nc3)cn2c1 | -3.5
Cc1cc(NC(=O)C(c2ccccc2)N2CCN(C)CC2C)no1 (stereo unspecified) | -18.0
CCOC(=O)C1=C(C)N=c2s/c(=C/c3ccco3)c(=O)n2C1c1ccccc1 (stereo unspecified) | -0.5
S=C1NC2(CCCC2)N=C1c1ccc(Cl)cc1Cl | -2.6
COc1ccc2c(c1)CC(NCCCn1nc(C)nc1C)CC2 (stereo unspecified) | -10.2
CCN(CC(=O)Nc1sccc1C#N)Cc1ccc2c(c1)OCO2 | -4.2
COc1ccc(Cl)cc1-n1c(C)c(C)n2c3c(=O)n(C(C)C(C)=O)c(=O)n(C)c3nc12 (stereo unspecified) | 0.9
COC(=O)c1cc2n(n1)CCN(C(=O)c1oc3cc(OC)ccc3c1C)C2 | -4.8
O=C(CN1C(=O)C2CC=CCC2C1=O)NC1CCCCCC1 (stereo unspecified) | -3.0
O=C(Cn1ccccc1=O)NC(c1ccccc1)c1ccccn1 (stereo unspecified) | -23.3
Cc1cc(C)n(CC2CC(=O)N(c3ccc(Br)cc3)C2=O)n1 (stereo unspecified) | -6.3
CSc1nnc(-c2cc(C)on2)n1-c1cccc(Br)c1 | -6.7
CCC(C)c1cc(S(=O)(=O)N2CCN(c3ccccc3C)CC2)ccc1OC (stereo unspecified) | 1.6
Cc1[nH]c2ccccc2c1CC(=O)N(C)CCC#N | -2.2
CCN(CC)C(=O)C(C)NS(=O)(=O)c1ccc(Br)c(C)c1 (stereo unspecified) | 8.7
O=C(CCC(=O)N1CC[C@H](O)[C@@H](O)C1)NC1CCCCCCC1 | -16.0

Copied from the entries so far (2 entries):
SMILES | mcGAS RapidFire
CNC(=O)c1ccc(CN(C)C(=O)c2ccc(Cl)cc2OC)cc1 | 1.2
COc1nc(N)nc(N2CCOCC2)c1CO | 8.9

Screening data deposited in PubChem BioAssay by Fisher Drug Discovery Resource Center.
